# From PubChem BioAssay
# STK33 inh: human STK33 kinase inhibition | purified STK33, MBP phosphorylation, ADP-Glo luminescence | 320,000 compounds, 0.073% hits | AID 2661 | inhibition, % at 10 µM;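 active = inhibition at or above 25%, using the most active replicate where run in duplicate; inactive = inhibition below 25%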
# Target sequence (Q9BYT3 whole entry, looked up): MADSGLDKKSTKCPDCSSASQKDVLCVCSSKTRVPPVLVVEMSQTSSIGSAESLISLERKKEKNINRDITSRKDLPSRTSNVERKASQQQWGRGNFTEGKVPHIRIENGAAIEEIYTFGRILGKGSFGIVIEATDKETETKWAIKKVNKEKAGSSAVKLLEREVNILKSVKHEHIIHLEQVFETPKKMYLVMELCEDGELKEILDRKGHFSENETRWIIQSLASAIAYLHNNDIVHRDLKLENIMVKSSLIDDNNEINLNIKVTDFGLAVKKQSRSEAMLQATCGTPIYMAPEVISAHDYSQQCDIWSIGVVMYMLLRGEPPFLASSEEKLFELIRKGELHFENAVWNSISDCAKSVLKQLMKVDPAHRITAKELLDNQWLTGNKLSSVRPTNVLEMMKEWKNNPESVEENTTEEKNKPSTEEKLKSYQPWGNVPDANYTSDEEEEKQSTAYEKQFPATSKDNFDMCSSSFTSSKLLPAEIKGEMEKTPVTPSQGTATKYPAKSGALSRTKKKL
# OX1R antag: OX1R (human) antagonism; OX1R-expressing cells, FRET antagonist read-out; inhibition, % at 6.6 µM; 330,000 compounds, 1.8% hits; in the data active = inhibition mostly above about 38%, no sharp cut-off; inactive = mostly below about 40%;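 note: 0% = agonist challenge alone and 100% = reference antagonist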
# Target sequence (O43613 whole entry, looked up): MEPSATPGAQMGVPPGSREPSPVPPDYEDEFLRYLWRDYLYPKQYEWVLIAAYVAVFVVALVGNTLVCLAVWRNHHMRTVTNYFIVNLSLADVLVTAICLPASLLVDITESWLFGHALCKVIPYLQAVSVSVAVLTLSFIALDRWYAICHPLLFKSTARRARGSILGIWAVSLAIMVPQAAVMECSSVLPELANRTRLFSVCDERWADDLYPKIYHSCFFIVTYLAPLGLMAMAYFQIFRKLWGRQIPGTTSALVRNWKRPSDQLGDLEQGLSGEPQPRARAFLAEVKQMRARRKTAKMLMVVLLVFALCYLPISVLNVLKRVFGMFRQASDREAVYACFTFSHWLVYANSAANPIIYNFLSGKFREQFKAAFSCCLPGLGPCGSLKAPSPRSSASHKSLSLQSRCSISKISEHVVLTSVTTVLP
# Active calls of the source: *; . = not tested or not shown.
SMILES,STK33 inh,OX1R antag
COc1ccc(OCCC(=O)OCc2c(C)noc2C)cc1,0.4,15
COc1ccccc1CN1C2CCCC1CC(NC(=O)/C=C/c1ccccc1)C2 (stereo unspecified),-0.4,9
CC(C)Cc1ccc(S(=O)(=O)Nc2ccc3[nH]c(=O)[nH]c3c2)cc1,1.3,0
CN(C)c1ccnc(Oc2ccc(F)cc2)c1C#N,-3.0,8
CN(C)CCNC(=O)C(=O)NCC(c1ccc2c(c1)OCO2)N1CCN(c2ccc(F)cc2)CC1 (stereo unspecified),1.8,8
O=C(CCCc1nc(-c2ccccc2)no1)NC1CCCC1,0.1,14
CN(C(=O)C(C)(C)C)c1ccc(OCC(=O)N2CCc3ccccc3C2)cc1,2.7,31
Cc1cc(C)nc(N2CCCC(C(=O)Nc3ccc4c(c3)OCO4)C2)n1 (stereo unspecified),4.9,1
Cc1ccc(-c2cc(Cc3ccccc3)c(=O)[nH]n2)cc1,0.2,2
COc1ccccc1NC(=O)NCCN1CCN(c2cccc(Cl)c2)CC1,0.4,-6
O=C(NNS(=O)(=O)c1ccc(F)cc1F)c1csc(-c2cccnc2)n1,3.2,-2
CC(C)CCOc1ccc(C(=O)O)cc1,0.8,5
CCN(CC(=O)Nc1c(F)cccc1F)C(=O)c1cccnc1SC,-0.7,34
CCc1cccc2c(C(=S)N3CCCC3)c[nH]c12,0.3,19
CCOC(=O)Cc1csc(NS(=O)(=O)c2ccccc2)n1,-1.6,8
Cc1ccc(-n2nc3c(c2NC(=O)C2CCCC2)CS(=O)(=O)C3)cc1,-0.6,27
Cc1c(C(=O)N(Cc2ccc(F)cc2)C2CCS(=O)(=O)C2)oc2ccccc12 (stereo unspecified),-0.3,18
CCn1cc(C(=O)N2CCc3ccccc32)c(=O)c2cc(S(=O)(=O)N3CCCC3)ccc21,0.4,23
O=C(O)Cc1ccc(C(=O)c2ccc(Cl)cc2)s1,1.3,9
CC(C)c1nnc(NC(=O)C2CCN(C(=O)Nc3ccc(Cl)cc3)CC2)s1,0.2,4
Cc1ccc(NC(=O)c2c(O)c3ccccc3n(C)c2=O)nc1,.,11
CCOc1ccc(S(=O)(=O)Nc2ccccc2SC)cc1,-0.2,17
CC1CCN(S(=O)(=O)c2ccc3c(c2)N(CC(=O)NCCCN2CC(C)CC(C)C2)C(=O)CS3)CC1 (stereo unspecified),0.0,0
Cc1ccc(CS(=O)(=O)CC(C)(O)c2ccccc2)cc1 (stereo unspecified),-0.5,-1
CCn1c(COc2ccc(C)cc2)nnc1SCc1ccc(C#N)cc1,-0.6,24
COc1ccc(C)cc1NC(=O)C1CC(=O)OC12CCCCC2 (stereo unspecified),5.8,9
CCc1ncc(C(O)c2cccc(OC)c2OC)n1C (stereo unspecified),-0.7,4
Cc1ccccc1C(=NCCCN(C)C)c1ccccc1C,-0.6,4
C#CCOCCOCCOCCNc1nc(N2CCN(C(=O)[C@H](CCC(=O)O)n3cc(C(N)CC(C)C)nn3)CC2)nc(N2CCN(C(=O)[C@H](Cc3ccc(O)cc3)n3cc(C(N)CC(C)C)nn3)CC2)n1 (stereo partly specified),-0.9,12
COC(=O)c1sccc1NC(=O)CC1C(=O)NCCN1C(=O)c1c(F)cccc1Cl (stereo unspecified),0.6,11
COc1ccccc1N1CCN(C(=O)c2ccc(S(=O)(=O)N3CCCCCC3)cc2)CC1,0.2,-5
Cc1ccn2c(NC3CCCC3)c(-c3ccncc3)nc2c1,1.7,35
Cc1nc(-c2nnc(SCC(=O)Nc3ccc(Cl)cc3)n2C)cs1,0.4,33
COc1ccc(CN(C)CC(=O)NC(=O)NC2CCCCC2)cc1,-0.4,9
COC(=O)[C@@H]1CCCN1C(=O)CCc1nnc(CCC2CCCCC2)o1,-0.6,9
CCn1c(-c2ccccc2O)n[nH]c1=S,-1.4,2
NS(=O)(=O)c1ccccc1,-0.5,6
COC(=O)c1ccc(-n2c(CCC(=O)O)ccc2-c2ccc(C)cc2)cc1,0.3,4
COc1ccccc1C(=O)Nc1ccccc1C(=O)N1C(C)CCCC1C (stereo unspecified),-1.9,16
Cc1ccc(NC(=O)CCOc2ccccc2C)cc1C,-3.8,12

# Arranged by value in STK33 inh (highest first): some entries from above.
SMILES,STK33 inh,OX1R antag
Cc1ccn2c(NC3CCCC3)c(-c3ccncc3)nc2c1,1.7,35
COC(=O)c1ccc(-n2c(CCC(=O)O)ccc2-c2ccc(C)cc2)cc1,0.3,4
COc1ccccc1N1CCN(C(=O)c2ccc(S(=O)(=O)N3CCCCCC3)cc2)CC1,0.2,-5
NS(=O)(=O)c1ccccc1,-0.5,6
COC(=O)[C@@H]1CCCN1C(=O)CCc1nnc(CCC2CCCCC2)o1,-0.6,9
Cc1ccc(NC(=O)CCOc2ccccc2C)cc1C,-3.8,12

# (listing goes on)
SMILES,STK33 inh,OX1R antag
COc1ccccc1OCCCCN1CCN(C(c2ccccc2)c2ccccc2)CC1,-1.8,3
Cc1nc(C)c(-c2ccc(SCc3ccc([N+](=O)[O-])cc3)nn2)s1,0.8,18
CC(C)c1ccc(NC(=O)Cn2nnc(C(=O)NCc3ccco3)c2N)cc1,-2.1,3
CC(C)C(=O)Nc1ccc(NC(=O)c2ccccc2Cl)nc1,-0.3,15
COC(=O)Cc1[nH]nc2c1C(c1cccc(OC)c1OC)C(C#N)=C(N)O2 (stereo unspecified),-0.4,10
CC(=O)c1c(C)[nH]c(C(=O)Nc2ccccc2N2CCOCC2)c1C,-0.3,4
CC1CCCCC1NC(=O)c1cc(=O)[nH]c2ccccc12 (stereo unspecified),-1.0,11
Cc1nn(C)c(C(=O)N/N=C/c2ccncc2)c1Cl,-0.4,43
CCN(CC(=O)Nc1c(F)cccc1F)C(=O)c1ccc(=O)[nH]c1,-0.8,.
N=C1C(c2nc3ccccc3s2)=C(O)CN1c1ccccc1,-0.5,17

# Part of the list above in order of SMILES length, falling:
SMILES,STK33 inh,OX1R antag
COC(=O)Cc1[nH]nc2c1C(c1cccc(OC)c1OC)C(C#N)=C(N)O2 (stereo unspecified),-0.4,10
CC(C)c1ccc(NC(=O)Cn2nnc(C(=O)NCc3ccco3)c2N)cc1,-2.1,3
CCN(CC(=O)Nc1c(F)cccc1F)C(=O)c1ccc(=O)[nH]c1,-0.8,.
CC(C)C(=O)Nc1ccc(NC(=O)c2ccccc2Cl)nc1,-0.3,15
Cc1nn(C)c(C(=O)N/N=C/c2ccncc2)c1Cl,-0.4,43

# Next part.
SMILES,STK33 inh,OX1R antag
COc1ccccc1N(C(=O)CNC(=O)c1ccco1)C(C(=O)NC1CCCC1)c1ccncc1 (stereo unspecified),0.7,16
COc1cccc(C(=O)Nc2nnc(-c3ccc(OC)cc3OC)s2)c1,-0.4,23
Cc1nn(CC(=O)N(C)C2(C#N)CCCCC2)c(C)c1[N+](=O)[O-],-2.2,1
COC(=O)c1ccc(S(=O)(=O)N2CCCN(Cc3ccc(F)cc3)CC2)n1C,-0.5,3
CC(=O)N/C(=C\c1ccc(F)cc1)C(=O)NC(Cc1c[nH]c2ccccc12)C(=O)O (stereo unspecified),-1.4,5
Cc1c(C(=O)O)sc2nc3n(c(=O)c12)CCC3,-0.5,12
CN(Cc1cccs1)C(=O)Cn1cnc2cc([N+](=O)[O-])ccc2c1=O,-0.1,40*
Cc1ccc(C2=NOC(c3nnc(-c4ccccc4)o3)C2)cc1 (stereo unspecified),-1.0,24
CCCC(=O)C1=C(N2CCCC2)CC(C)(C)C(C(=O)OC)C1=O (stereo unspecified),-0.2,18
CCSc1nc2ccccc2n1C(=O)Oc1ccccc1,0.5,10
Cc1cc(NCCCN)nc(-c2ccccc2O)n1,19,55*
Cc1cc(C(=O)OCC(N)=O)c(C)n1-c1ccccc1,-0.6,10
CN(C)CCN(C(=O)CCc1ccccc1)c1nc2c(F)cc(F)cc2s1,-2.0,16
Cc1c(C(=O)O)cccc1-c1ccc(/C=C2/NC(=O)N(c3ccccc3)C2=O)o1,-1.1,24
CCOc1cc(/C=C2/NC(=O)N(CC(=O)OC)C2=O)ccc1O,-0.9,35
CCOC(=O)CSc1nnc(NC(=O)CN2CCN(C=O)CC2)s1,-2.3,5
COc1ccccc1CNC(=O)C1CCC(CNC(=O)[C@@H]2Cc3ccccc3CN2)CC1 (stereo partly specified),-0.8,5
Cc1ccnc(NC(=O)CNC(=O)c2ccco2)c1,-0.2,8
O=C(c1ccc2n[nH]nc2c1)N1CCN(c2ccc(C(F)(F)F)cn2)CC1,1.2,10
C=CCc1c(C)nc2c(C)cccc2c1SC(=N)N,0.8,9

# Another view of part of the listing above.
CN(C)CCN(C(=O)CCc1ccccc1)c1nc2c(F)cc(F)cc2s1
  STK33 inh: -2.0
  OX1R antag: 16
Cc1c(C(=O)O)cccc1-c1ccc(/C=C2/NC(=O)N(c3ccccc3)C2=O)o1
  STK33 inh: -1.1
  OX1R antag: 24

# (listing goes on)
SMILES,STK33 inh,OX1R antag
O=C(O)c1ccc(N2C(=O)/C(=C/C=C/c3ccccc3)SC2=S)cc1,-1.5,13
CCNS(=O)(=O)c1ccc(NC(=S)NCc2ccco2)cc1,-0.1,11
CC(C)CC(NC=C1C(=O)OC(C)(C)OC1=O)C(=O)O (stereo unspecified),-0.7,4
COc1ccccc1C(=O)N/C(=C\c1cn(S(=O)(=O)N(C)C)c2ccccc12)C(=O)N1CCCCC1,-1.6,4
COc1c(C)cc(C(=O)C2CCCN(C(=O)c3ccc4[nH]ccc4c3)C2)cc1C (stereo unspecified),-0.4,75*
Cc1ccc(N2C(=O)CSC2c2cccnc2)c(Cl)c1 (stereo unspecified),-1.4,7
Cc1c(NC(=S)NC(=O)c2cc3ccccc3o2)c(=O)n(-c2ccccc2)n1C,-1.6,5
CCc1ccc(NC(=O)CCC(=O)c2ccccc2)cc1,0.9,1
Cc1oc(-c2cccc(Cl)c2)nc1CN1CCC(C(=O)N2CCN(c3ccccc3F)CC2)CC1,-0.8,-1
CCCC1CCC(=NNS(=O)(=O)c2ccc(C)c([N+](=O)[O-])c2)CC1 (stereo unspecified),0.2,10
Cc1nc2scc(C)n2c(=O)c1S(=O)(=O)NCc1ccccc1,-1.6,16
C=CCn1c(CNS(=O)(=O)c2ccc(F)cc2)n[nH]c1=S,0.3,14
N#CCCN(Cc1cccnc1)C(=O)Nc1cccc(Cl)c1,0.5,32
O=C(NCCCN1CCOCC1)c1cc(C(=O)C2CC2)c[nH]1,0.5,11
CCOc1ccc(OCC)c(NC(=O)CSCCc2ccccn2)c1,0.9,22
COc1ccc(NC(=O)CC2SC(=Nc3ccccc3)NC2=O)c(OC)c1 (stereo unspecified),1.6,9
Nc1nc(NC(=O)Cc2ccccc2)nn1-c1ccccc1,-0.7,6
COc1cccc(CCc2nnc(CCC(=O)NCCc3cccc(C)n3)o2)c1,-0.6,12
COc1ccc(CNC(=O)C2CCCN2C(=O)NC2CCCCC2)cc1 (stereo unspecified),1.1,0
CCN(CC(=O)NCc1cccs1)C(=O)CCCOc1ccccc1,-0.7,7
Cc1cccc(NS(=O)(=O)c2ccc3c(c2)NC(=O)CC(=O)N3)c1,-1.3,0
Cc1ccc(-c2nc3sc4c(c3c(=O)n2N)CCCC4)cc1,-0.7,12
Cc1nn(Cc2ccc(Cl)cc2)c(C)c1NC(=O)c1c(-c2ccccc2)noc1C,-0.8,12
COc1ccc(C)cc1NC(=O)CN1CCN(CC(=O)Nc2ccccc2F)CC1,-0.6,13
CN(Cc1cccc2cnccc12)C(=O)c1cc(COc2ccc(F)cc2Cl)on1,-0.6,-1
CCCCc1nc(SCC(=O)N2CCCC2)c2c(=O)n(C)c(=O)n(C)c2n1,0.8,10
CCCCCN(C(=O)CCC(=O)OCCOc1ccccc1Cl)c1c(N)n(CCCC)c(=O)[nH]c1=O,-1.1,10
CCOC(=O)C1=C(C)NC(C)=C(C(=O)OCC)C1c1ccccc1/C=C/C(=O)OC(C)(C)C,-0.4,31
Cc1ccc(CNC(=O)Cn2cccc2C(=O)c2ccccc2)cc1,-0.1,26
Cn1c(=O)c2c(nc(CN3CCN(C(=O)c4ccco4)CC3)n2Cc2cccc(Cl)c2)n(C)c1=O,-2.9,2
CC1(c2ccc([N+](=O)[O-])cc2)Nc2ccccc2S1 (stereo unspecified),-0.5,4
O=C(NCCc1c[nH]c2ccccc12)N[C@@H](Cc1ccccc1)C(=O)O,0.3,9
Cn1c(=O)oc2cc(S(=O)(=O)N3CCCC(C(=O)Nc4nccs4)C3)ccc21 (stereo unspecified),-0.9,17
COc1cc(CC(=O)OCC(=O)N2CC(=O)Nc3ccccc32)cc(OC)c1OC,-0.6,12
CCC(C)C(NC(=O)OC(C)(C)C)C(=O)NC(C(=O)NC(C)C(N)=O)C(C)C (stereo unspecified),0.5,4
COCC(C)n1c(SCC(=O)NCCC2=CCCCC2)nc2ccccc2c1=O (stereo unspecified),-2.7,36
O=C1CCc2cc(S(=O)(=O)Nc3ccc(F)cc3)cc3c2N1CC3,1.0,23
O=C1CNC(=O)/C(=C/c2ccco2)N1,0.1,38
COc1ccc2c(c1)CCCN2C(N)=O,0.3,10
CSc1nncn1/N=C/c1ccccc1F,-1.2,12
COc1ccc(N2CCN(C(=O)c3ccc(Br)o3)CC2)cc1,-2.7,37
N#CCCN(C(=O)CSc1ccc2c(c1)OCCO2)c1ccc(F)cc1,-0.2,14
CCOc1cccc2sc(N(CCN(C)C)C(=O)c3ccc4c(c3)OCCO4)nc12,-0.8,29
O=C(NCCNS(=O)(=O)c1ccccc1)N1CCOCC1,-0.8,1
CCNC(=O)CCSc1nc2cc(Cl)ccc2o1,-1.3,11
Cc1ccc(C)c(NC(=O)c2c(Cl)nc3ccccn23)c1,-1.0,13

# Not a hit list. Share with any hit: about 1.8%.
